# OX1R antag-1: OX1R (human) antagonism | inhibition, % at 6.6 µM | AID 485270 | OX1R-expressing cells, FRET antagonist read-out | 330,000 tested, 1.8% active | O43613; in the data active means inhibition mostly above about 38%, no sharp cut-off; inactive means mostly below about 40%;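 further: 0% = agonist challenge alone and 100% = reference antagonist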
# Target sequence (O43613 whole entry, looked up): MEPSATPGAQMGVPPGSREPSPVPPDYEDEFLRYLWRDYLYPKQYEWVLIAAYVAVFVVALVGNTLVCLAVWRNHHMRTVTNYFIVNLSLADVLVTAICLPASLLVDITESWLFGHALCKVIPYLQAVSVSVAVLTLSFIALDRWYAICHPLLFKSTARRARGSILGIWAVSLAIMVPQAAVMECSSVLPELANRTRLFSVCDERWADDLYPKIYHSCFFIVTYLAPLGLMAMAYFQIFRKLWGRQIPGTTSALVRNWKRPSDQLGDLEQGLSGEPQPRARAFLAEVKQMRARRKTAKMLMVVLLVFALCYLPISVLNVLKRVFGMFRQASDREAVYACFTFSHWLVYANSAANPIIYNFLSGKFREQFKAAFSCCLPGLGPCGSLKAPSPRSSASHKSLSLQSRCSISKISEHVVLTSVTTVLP
# OX1R antag-2: antagonists of human orexin 1 receptor. CHO/OX1R cells, Fluo-8 calcium fluorescence, orexin A. inhibition, % at 5 µM. 330,000 tested, 0.43% active. AID 434989;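 active means inhibition above its plate's threshold, mean inhibition of all tested compounds on the plate plus 3 SD, cut at about 37% in these data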;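 further: 0% = orexin A challenge wells and 100% = SB-334867-A antagonist wells; not every result past the cut was called active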
# Starred values were filed as active, the others as inactive.
SMILES,OX1R antag-1,OX1R antag-2
O=C(CCS(=O)(=O)c1ccccc1)N1CCN(c2ccccc2F)CC1,15,-19
CC(=O)Nc1ccc(N=C(C2=C(O)c3ccccc3C2=O)c2ccccc2)cc1,32,-37
Cc1occc1-c1nnc(SCC(=O)c2cc3ccccc3oc2=O)o1,28,-12
COc1cc(NC(=O)c2ccc(COc3ccccc3Br)o2)cc(OC)c1OC,11,-1
CCOC(=O)C1CCN(C(=O)/C=C/c2ccccc2)CC1,-5,-4
O=C(c1cccc(Br)c1)c1cn(-c2ccccc2)nc1C(=O)c1ccccc1,16,-22
COc1ccccc1NC(=O)Cc1nnc(SCC(=O)Nc2nccs2)n1C,8,0
CCOC(=O)Cc1cn(C(=O)OC(C)(C)C)c2ccccc12,12,-23
O=C(/C=C/Nc1ccc(F)cc1)c1ccc(Br)cc1,14,-28
Cc1sc2ccccc2[n+]1CC(=O)c1ccccc1,-3,-10
CCc1ccc(C(=O)NNc2ccc(S(N)(=O)=O)cc2)cc1,7,2
Cc1ccc(S(=O)(=O)NCCC(=O)NNC(=O)COc2ccc(Br)cc2)cc1C,-2,-13
CC(=O)Nc1ccc(NC(=O)CSc2ccccn2)cc1,4,5
Cc1noc(C)c1C(=O)OC(C)C(=O)N1CCc2ccccc21 (configuration not stated),2,-24
O=C(Nc1cccc(NC(=O)c2ccc([N+](=O)[O-])o2)c1)c1ccco1,31,-7
Cc1c(-c2ncn[nH]2)sc(C#N)c1-c1ccccc1,43,-8
CC(NC(=O)c1cccc(C(F)(F)F)c1)C(c1ccccc1)N1CCOCC1 (configuration not stated),13,-19
COc1cccc(CNc2ccc(S(=O)(=O)N3CCN(C)CC3)cn2)c1,-2,-7
O=c1ccccn1Cc1ccccc1F,12,-10
CCOC(=O)c1nn(-c2cccc(Cl)c2)c(C)c1C(C)=O,16,-8
CC1(C)Cc2cccc(OCC(=O)OCC(=O)Nc3cccc(S(N)(=O)=O)c3)c2O1,7,-31
COC(=O)c1nnn(CC(=O)Nc2cccc(Cl)c2)c1C(=O)OC,11,-20
O=C(COC(=O)CSc1cc(Cl)ccc1Cl)Nc1ncc(C(F)(F)F)cc1Cl,9,-10
C/C(=N/NC(=O)C1COc2ccccc2O1)c1ccco1 (configuration not stated),6,-4
COc1cc(C(=S)N2CCOCC2)cc(OC)c1OC(=O)c1ccccc1[N+](=O)[O-],34*,-15
O=C(Cn1cnc2ccccc2c1=O)NCCC(=O)Nc1ccc2c(c1)OCO2,22,-9
CNn1cnc2ccsc2c1=O,-2,-9
CN(Cc1ccccc1)c1ncnc2sccc12,16,-8
CC(=O)OC(/C(O)=C(\C#N)c1nc2ccccc2[nH]1)c1ccccc1 (configuration not stated),-6,-27
COc1cccc(NC(=O)CN(C)C(=O)Cc2n[nH]c(=O)c3ccccc23)c1,4,-10

# Profiles, quoted from the list. Order of screens: OX1R antag-1	OX1R antag-2
# COc1cccc(NC(=O)CN(C)C(=O)Cc2n[nH]c(=O)c3ccccc23)c1 is listed as 4	-10
# C/C(=N/NC(=O)C1COc2ccccc2O1)c1ccco1 (configuration not stated) is listed as 6	-4

# Exported with tabs: part of the list above
Compound	OX1R antag-1	OX1R antag-2
O=C(COC(=O)CSc1cc(Cl)ccc1Cl)Nc1ncc(C(F)(F)F)cc1Cl	9	-10
C/C(=N/NC(=O)C1COc2ccccc2O1)c1ccco1 (configuration not stated)	6	-4
COc1cc(C(=S)N2CCOCC2)cc(OC)c1OC(=O)c1ccccc1[N+](=O)[O-]	34*	-15
O=C(Cn1cnc2ccccc2c1=O)NCCC(=O)Nc1ccc2c(c1)OCO2	22	-9
CNn1cnc2ccsc2c1=O	-2	-9
CN(Cc1ccccc1)c1ncnc2sccc12	16	-8

# (further entries)
SMILES,OX1R antag-1,OX1R antag-2
CCOc1ccc(NC(=S)NC(=O)c2cccnc2)c([N+](=O)[O-])c1,27,-25
Cc1ccc(OCC(=O)N[C@@H](C)c2nnc3ccccn23)cc1C,12,-2
COc1c(C(=O)Nc2c(C)n(C)n(-c3ccccc3)c2=O)ccc2ccccc12,19,-21
COc1ccc(C(=O)NCCc2cn3ccccc3n2)cc1,16,-1
Cc1cc(C)c(NC(=O)CSCc2nc3sc(C)c(C)c3c(=O)[nH]2)c(Cl)c1,4,-2
Cc1cccc(NC(=O)c2cccc(S(=O)(=O)N3CCCC3)c2)n1,17,-10
C/C(CC1(O)C(=O)Nc2ccccc21)=N\O (configuration not stated),20,-12
Nc1nc(SCC(=O)N2CCN(S(=O)(=O)c3ccc(Cl)cc3)CC2)n[nH]1,7,-13
O=C(Nc1ccc(Cl)cc1F)C1CCN(S(=O)(=O)c2cccc3nonc23)CC1,10,-8
CCc1ccc(C(=O)/C=C2\Sc3ccccc3NC2=O)cc1,-12,-20
Cc1ccc(C(=O)N/C(=C\c2ccco2)C(=O)NCCCN2CCOCC2)cc1C,10,-7
Cc1cccc(C)c1NC(=O)c1ccc(N2CCCC2=O)cc1,2,-2
C=CCn1c(SCC(=O)c2cccs2)nc2sc(CC)cc2c1=O,34,51*
CCn1cc(CNC(=O)/C=C/c2ccc([N+](=O)[O-])cc2)c(C)n1,39,0
O=C(NCc1cccs1)C(=O)NCC1OCCCN1S(=O)(=O)c1cccs1 (configuration not stated),17,-2
CC(NC(=O)C1CC1)C(c1cccs1)N1CCOCC1 (configuration not stated),12,0
O=C(CCn1c(=O)sc2ccccc21)NCc1ccccc1,-1,-12
CC(=O)Nc1ccc(NC(=O)C(C)Sc2nc3ccccc3c(=O)n2CC2CCCO2)cc1 (configuration not stated),20,-29
Cn1c(-c2ccc(Cl)cc2)cnc1N,3,-10
COc1cccc(NC(=O)COC(=O)C2CC3CCCC(C2)C3=O)c1 (configuration not stated),-4,-17
CS(=O)(=O)N(CC(=O)NCCSCc1ccccc1Cl)c1ccc(F)cc1,9,-25
O=C(NCCNc1ccc([N+](=O)[O-])cc1)c1ccccc1Br,5,5
COc1ccccc1S(=O)(=O)Cc1ccc(C(=O)N2CCN(c3ccccc3)CC2)o1,19,-4
Cn1cc(S(=O)(=O)c2ccccc2)c(=O)c2cc(F)c(N3CCOCC3)cc21,8,-11
CC1CC(C)CN(C(=O)CNS(=O)(=O)c2ccc(Br)s2)C1 (configuration not stated),14,-23
COc1cccc(CNC(=O)CCC2CCCN(C(=O)c3cc(C4CC4)[nH]n3)C2)c1 (configuration not stated),3,-22
COc1ccc(/C=C2\SC(=O)N(CC(=O)NC3CCS(=O)(=O)C3)C2=O)cc1 (configuration not stated),30,-17
Cc1cc(C)nc(-n2cc(C(=O)c3cc(F)ccc3O)cn2)n1,19,-15
CNC(=S)N(Cc1ccc(OC)cc1)C1CC(=O)N(c2ccc(OC)cc2)C1=O (configuration not stated),41,19
CCCCOc1ccc(C(C)NC(=O)CCS(=O)(=O)Cc2ccc(Cl)cc2)cc1 (configuration not stated),3,-22
CC(=O)n1cc([C@H]2C=C(C(=O)N3CCN(Cc4ccc5c(c4)OCO5)CC3)O[C@@H](OCCCCO)C2)c2ccccc21,13,-32
C=CCn1c(SCC(=O)Nc2cc(C)on2)nnc1C1COc2ccccc2O1 (configuration not stated),39,-13
O=C(N/N=C/c1ccccn1)c1cccc(S(=O)(=O)N2CCCC2)c1,10,-10
CC(CCc1ccccc1)NCC(O)COc1ccccc1 (configuration not stated),10,-18
Cc1nnc2sc(-c3ccc(NC(=O)c4ccc(-c5ccc(Cl)cc5Cl)o4)cc3)nn12,26,-18
Cc1ccc(S(=O)(=O)c2cc3ccc(O)cc3oc2=O)cc1C,15,-6
COc1ccc(C2C(C(=O)c3sc(C)nc3C)=C(O)C(=O)N2CCCn2ccnc2)cc1 (configuration not stated),21,-15
CS(=O)(=O)N(CC(=O)N1CCc2ccccc2C1)c1ccccc1F,2,-7
COc1ccc(C2(C)NC(=O)N(CC(=O)NCc3ccccc3F)C2=O)cc1 (configuration not stated),6,-16
CS(=O)(=O)N1CCN(C(=O)Cc2ccc(Br)cc2)CC1,-8,-23

# Entries listed so far that bear a hit mark in OX1R antag-1:
SMILES,OX1R antag-1,OX1R antag-2
COc1cc(C(=S)N2CCOCC2)cc(OC)c1OC(=O)c1ccccc1[N+](=O)[O-],34*,-15

# The listing continues:
SMILES,OX1R antag-1,OX1R antag-2
COc1ccccc1C1C(C#N)=C(N)N(N(C)C)C2=C1C(=O)CC(C)(C)C2 (configuration not stated),-1,-29
Cc1ccc2cc(CCNC(=O)c3ccc(S(=O)(=O)N4CCOCC4)cc3)c(=O)[nH]c2c1C,-2,-24
CCOc1ccccc1N1CCN(C(=O)c2ccc(-c3ccc(OC(C)=O)cc3)cc2)CC1,-2,-21
CC(C)OC(=O)CSc1ncnc2c1cnn2-c1ccccc1,31,-14
Cc1n[nH]c(=O)c2c(NC(=O)CSc3nn(-c4ccc(F)cc4)c(=S)s3)oc(C)c12,34,-9
Cc1ccc(SCc2cn3cc(Cl)ccc3n2)cc1,9,-23
CCOC(=O)c1[nH]c(C)c(C(=O)Nc2ccc3c(c2)OCCO3)c1C,8,-4
O=S(=O)(c1ccccc1)n1cc(-c2ccccn2)c(N2CCOCC2)n1,7,-22
Cc1ccc(C(=O)N2CCC(C(=O)NC3CCCC3)CC2)cc1,4,-9
COc1ccc(CNCCC(c2ccc(OC)cc2)c2ccccc2OC)cc1 (configuration not stated),8,-23

# Three compounds already listed, ordered by their value in OX1R antag-2, low to high:
SMILES,OX1R antag-1,OX1R antag-2
COc1ccccc1C1C(C#N)=C(N)N(N(C)C)C2=C1C(=O)CC(C)(C)C2 (configuration not stated),-1,-29
Cc1ccc2cc(CCNC(=O)c3ccc(S(=O)(=O)N4CCOCC4)cc3)c(=O)[nH]c2c1C,-2,-24
Cc1ccc(SCc2cn3cc(Cl)ccc3n2)cc1,9,-23

# Going on with the list.
SMILES,OX1R antag-1,OX1R antag-2
Cc1ccc(OCCNC(=O)CNC(=O)c2ccc(C)cc2)cc1,11,-29
COc1ccc(/C=N/OCC(=O)N(Cc2ccc(OC)cc2)c2ccccc2C(=O)O)cc1,17,1
Cc1nc(S(=O)(=O)N(C)Cc2ccccc2)c(C#N)c(C)c1Cl,10,-18
COc1ccc(NC(=S)N(CCCOC(C)C)C2CCN(C(C)=O)CC2)cc1Cl,9,-13
O=C(NCC(c1cccs1)N1CCOCC1)c1ccc(Cl)nc1 (configuration not stated),1,-11
CCN(CC)S(=O)(=O)c1ccc(NCc2ccccn2)nc1,0,1
O=C(Cn1nc(C(F)(F)F)c2c1CCC2)NC1CCCCC1,4,-22
CCOc1ccc(NC(=O)c2cc3c(=O)n(C)c4ccccc4c3n2C)cc1,12,-9
CC(C)n1c2ccccc2c2cc([N+](=O)[O-])ccc21,22,-39
CCn1c(-c2ccccc2)c(C(=O)CCl)c2ccccc21,16,-31
CCCN1C(=O)C2C(C(=O)Nc3cccc(OC)c3)C3C=CC2(O3)C1C(=O)NC1CCCCC1 (configuration not stated),24,-28
COc1ccc([C@H]2CC(=O)C=C(c3ccccc3C(F)(F)F)C2)cc1,6,1
CN1C(=O)CC(N2CCN(c3ccc(Cl)cc3)CC2)C1=O (configuration not stated),22,-5

# Bioassay records as filed in PubChem.
